LDHA block = LDHA (human) enzyme inhibition; P00338; purified LDHA, NADH/diaphorase-resazurin fluorescence; hits give low values; activity change, % (values are at about 110 or 230 µM); 480,000 tested, 0.15% active; in the data active means activity change below about -30%; inconclusive means mostly about -25% to -30%;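 further: plate controls were DMSO wells for no effect and wells without enzyme for full effect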
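LDH5 2 nM; NADH 0.06 mM, pyruvate 0.2 mM; 200 mM Tris pH 7.4, EDTA, Tween-20; 5 min RT. Detection: diaphorase 0.133 mg/mL + resazurin 37 µM, fluorescence ex540/em590 at 0 and 20 min; normalized to enzyme-free and DMSO wells.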
12-LOX inh = blocks human arachidonate 12S-lipoxygenase. purified 12hLO, xylenol orange hydroperoxide absorbance. Potency, µM (highest dose often 108 µM), for the others: top-dose activity change, negative = inhibition, hits mostly inhibitors. 580,000 tested, 1.1% active. AID 1671190; active means well fitted inhibition curve with a large enough effect; inconclusive means small, poorly fitted or top-dose-only effect, or another doubt; inactive means no such curve, though single readings can be large or run the other way; further: potency means the concentration at half of the fitted maximal effect
Target sequence (P18054 whole entry, looked up): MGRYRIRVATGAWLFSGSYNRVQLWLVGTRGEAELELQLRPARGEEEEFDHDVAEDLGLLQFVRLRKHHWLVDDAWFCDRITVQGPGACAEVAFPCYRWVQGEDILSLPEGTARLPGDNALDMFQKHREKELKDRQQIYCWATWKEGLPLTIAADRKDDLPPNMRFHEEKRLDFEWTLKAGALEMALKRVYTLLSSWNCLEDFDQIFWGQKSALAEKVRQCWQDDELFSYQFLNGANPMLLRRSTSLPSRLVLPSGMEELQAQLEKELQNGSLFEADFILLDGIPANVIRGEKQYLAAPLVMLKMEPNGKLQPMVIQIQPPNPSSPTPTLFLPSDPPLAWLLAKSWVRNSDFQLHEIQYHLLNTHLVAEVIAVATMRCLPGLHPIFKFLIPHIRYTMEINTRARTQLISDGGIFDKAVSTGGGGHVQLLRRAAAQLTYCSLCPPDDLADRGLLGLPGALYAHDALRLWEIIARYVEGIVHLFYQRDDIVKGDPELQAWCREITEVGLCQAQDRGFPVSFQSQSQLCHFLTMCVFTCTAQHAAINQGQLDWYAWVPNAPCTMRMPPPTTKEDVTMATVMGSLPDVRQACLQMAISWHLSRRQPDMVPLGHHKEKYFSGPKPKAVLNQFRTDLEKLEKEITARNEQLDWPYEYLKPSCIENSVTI
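Purified human 12hLO at 150 nM in 25 mM Hepes, 0.01% Triton X-100, pH 7.0, preincubated 15 min at room temperature with compound. Reaction started with 40 uM arachidonic acid, 30 min at room temperature. Hydroperoxide measured by Fe-xylenol orange, 573/405 nm absorbance ratio.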
Starred values were filed as active, the others as inactive; ? = inconclusive; [ ] = remark or other dose. Unless noted, on the % scale 0 is the no-effect control and ±100 the full control effect. A portion of the library. The share of hits here may be higher or lower than overall.

1	CCC(=O)Nc1sc2c(c1C#N)CCC(C(C)(C)CC)C2 (stereo unspecified)
2	Cc1cccc(C)c1OCCCOc1ccc(Cl)cc1/C=N/NC(N)=O
3	Cc1ccc(S(C)(=O)=O)cc1NC(=O)CCNC(=O)Cc1ccccc1
4	CC(C(=O)c1ccccc1)C1(O)C(=O)Nc2ccc(Br)cc21 (stereo unspecified)
5	COC(=O)C1=C(C)N(c2ccc3c(c2)OCO3)C(=O)NC1c1cc(Br)ccc1OC (stereo unspecified)
6	CCOc1ccc(C(=O)Nc2ccc3oc(=O)ccc3c2)cc1OC
7	Nc1nnnn1NCc1ccccc1OCc1ccc(F)cc1
8	O=C(CSc1nnnn1C1CCCCC1)N(Cc1cccs1)c1ccc2c(c1)OCCO2
9	Clc1cccc(-n2nnnc2-c2ccccc2)c1
10	COc1ccccc1NC(=O)C1=CCN(Cc2ccccc2F)CC1

Screen / compound no.	1	2	3	4	5	6	7	8	9	10
LDHA block	11	-3	3	11	28	0	-2	5	1	3
12-LOX inh	10%	-30%	-25%	-1%	?	10%	13%	1%	3%	?

11	CC(=O)N1CCC(C(=O)Nc2cc(C)ccn2)CC1
12	Cc1c(Cc2ccccc2)c(=O)oc2cc3c(cc12)CCC1(CCCCC1)O3
13	CN(CCOc1ccc(Cl)cc1)C(=O)CSc1nnc(-c2ccncc2)n1C
14	Cc1cc(C)n(-c2nc3c(c(=O)n(CC(N)=O)c(=O)n3C)n2CCCc2ccccc2)n1
15	CC(=O)N1CCN(C(C(=O)O)c2c[nH]c3cc(F)ccc23)CC1 (stereo unspecified)
16	CCCCCCCCCCCC(=O)N/N=C\CC(C)C
17	CC(CNC(=O)Cc1n[nH]c(=O)c2ccccc12)N1CCOCC1 (stereo unspecified)
18	COc1ccc(OC)c(CNC(=O)C2CCN(c3nnc(N4CCCCC4=O)s3)CC2)c1
19	Cc1ccc(C(=O)NCC(O)c2ccccc2)cc1 (stereo unspecified)
20	NC(=O)NNC(=S)Nc1ccccc1

Screen / compound no.	11	12	13	14	15	16	17	18	19	20
LDHA block	1	4	-5	-7	14	11	?	-11	4	2
12-LOX inh	11%	-18%	-6%	13%	-10%	85%[activator]	17%	-1%	-7%	?

21	Cc1ccc2c(c1)[C@H]1OCCC[C@H]1C(c1ccc(O)c(Br)c1)N2 (stereo partly specified)
22	C[N+](C)(N)CCOCC[N+](C)(C)N
23	CCCCc1nnc(NC(=O)Cn2ccc3ccc(F)cc32)s1
24	CC(NC(=O)c1cccc(F)c1)c1cccc(NS(C)(=O)=O)c1 (stereo unspecified)
25	CCn1c(SCC(=O)c2ccc(C#N)cc2)nnc1-c1ccccc1C
26	CCOC(=O)[C@]12CCC=C1N(Cc1ccc(Cl)cc1Cl)C(=O)[C@H](CC(=O)NCc1ccc(OC)c(OC)c1)C2
27	CCCCC[C@@H]1CCCCC[C@H](O)C[C@H](O)[C@@H](O)/C=C/C(=O)O1
28	O=C(/C=C/c1ccc(C(F)(F)F)cc1)N1CCN(Cc2ccccc2)CC1
29	Cc1cc(C(=O)COc2ccc3ccc(=O)oc3c2)c(C)n1C1CC1
30	Cc1c(C(=O)Nc2ccc3c(c2)N(C)C(=O)CO3)oc2ccccc12

Screen / compound no.	21	22	23	24	25	26	27	28	29	30
LDHA block	-25	7	-1	7	?	3	-4	3	-1	-1
12-LOX inh	?	-17%	28%	0%	?	15%	-49%	-40%	?	-32%

31	COc1ccc(-c2ocnc2C(=O)NCc2ccc(OC)c(OC)c2)cc1
32	CC(=O)Nc1scc(-c2cc(C)ccc2C)c1C#N
33	COc1ccc(OC)c(NC(=O)Cc2c(C)c3c(O)cc(C)cc3oc2=O)c1
34	COc1cccc(-c2ocnc2C(=O)Nc2ccc(OC)cc2OC)c1
35	CN(C)C(=O)CN1CCN(C(C(=O)O)c2c[nH]c3cc(F)ccc23)CC1 (stereo unspecified)
36	CC1CC(NC(=O)NCCCCCCNC(=O)NC2CC(C)CC(C)(C)C2)CC(C)(C)C1 (stereo unspecified)
37	COCCNC(=O)CN(C)c1nc(-c2ccncc2)nc2ccccc12
38	CN(Cc1ccsc1)C(=O)/C=C/c1cccc2ccccc12
39	CCCOc1c(Cl)cc(C(=O)NC(C)(C)C)cc1OCC
40	Cc1ccc(OCCCOc2ccccc2/C=N/NC(=O)c2cccc(Cl)c2)cc1C

Screen / compound no.	31	32	33	34	35	36	37	38	39	40
LDHA block	18	7	5	-9	5	4	11	5	-1	-5
12-LOX inh	-4%	?	-24%	46%[activator]	?	-31%	9%	1%	25%	-3%

41	Cn1c(=O)c2c(nc(NCCCN3CCOCC3)n2Cc2ccccc2)n(C)c1=O
42	COC(=O)c1ccc(N/C=C/C(=O)c2ccc(Cl)c(Cl)c2)cc1
43	Cc1ccc2c(c1)C1CC(c3ccccc3Cl)=NN1C1(CCN(S(C)(=O)=O)CC1)O2 (stereo unspecified)
44	CCCCC(=O)N1CCN(CCNc2cc(=O)oc3ccccc23)CC1
45	C=CCOc1cccc(N)c1
46	Cc1ccc(-c2nc3ccc(Br)cc3c(=O)o2)cc1C
47	O=C(c1ccc(Br)cc1)N1CCN(c2nc3ccccc3s2)CC1
48	Cc1ccc(-c2cc(C(=O)N3CCN(C(=O)c4ccco4)CC3)c3ccccc3n2)o1
49	O=C(NCc1ccc(F)cc1)Nc1c(NC2CCCCC2)c2ccccc2oc1=O
50	C=CCSc1nc2c(c(=O)[nH]c(=O)n2C)n1CCCC

Screen / compound no.	41	42	43	44	45	46	47	48	49	50
LDHA block	8	4	5	0	-1	-7	-9	-15	-4	2
12-LOX inh	-7%	16%	-16%	?	24%	19%	5%	18µM*	?	-26%

51	CCCN1CCn2c(nc3cc(NC(=O)c4ccc(OC)c(OC)c4)ccc32)C1
52	Cc1nn(-c2ccccc2)c(NC(=O)c2ccco2)c(-c2ccccc2)c1=O
53	Cc1ccc(C)c(OCCCOc2ccccc2/C=N/NC(=O)c2cccc(Cl)c2)c1
54	CC(C)NC(=O)c1cc(-c2ccc(Cl)cc2)nc2ccccc12
55	COc1ccc(Br)c(C(=O)Oc2ccccc2OC)c1
56	CCCn1c(C)cc(C(=O)COC(=O)c2c(C)nn(Cc3ccc(C)cc3)c2Cl)c1C
57	CCCCCOc1ccc(/C=C(/C#N)c2nc3ccccc3[nH]2)cc1OC
58	O=C(CCc1c[nH]c2ccccc12)OCC(=O)N1CCOCC1
59	Cc1ccc2c(=O)cc(C(=O)Nc3ccc(F)cc3)oc2c1
60	CCCCN(Cc1cc2cc(OC)ccc2[nH]c1=O)C(=O)c1cc(OC)cc(OC)c1

Screen / compound no.	51	52	53	54	55	56	57	58	59	60
LDHA block	-11	1	7	-3	0	15	8	12	-1	9
12-LOX inh	61%[activator]	12%	5%	6%	11%	?	0%	4%	?	7%

Part of the list above, as labelled records:
43) Cc1ccc2c(c1)C1CC(c3ccccc3Cl)=NN1C1(CCN(S(C)(=O)=O)CC1)O2 (stereo unspecified)
  LDHA block: 5
  12-LOX inh: -16%
44) CCCCC(=O)N1CCN(CCNc2cc(=O)oc3ccccc23)CC1
  LDHA block: 0
  12-LOX inh: ?
45) C=CCOc1cccc(N)c1
  LDHA block: -1
  12-LOX inh: 24%
46) Cc1ccc(-c2nc3ccc(Br)cc3c(=O)o2)cc1C
  LDHA block: -7
  12-LOX inh: 19%

Sorted by formula weight (smallest number first): part of the list above
19	Cc1ccc(C(=O)NCC(O)c2ccccc2)cc1 (stereo unspecified)
1	CCC(=O)Nc1sc2c(c1C#N)CCC(C(C)(C)CC)C2 (stereo unspecified)
29	Cc1cc(C(=O)COc2ccc3ccc(=O)oc3c2)c(C)n1C1CC1
41	Cn1c(=O)c2c(nc(NCCCN3CCOCC3)n2Cc2ccccc2)n(C)c1=O
5	COC(=O)C1=C(C)N(c2ccc3c(c2)OCO3)C(=O)NC1c1cc(Br)ccc1OC (stereo unspecified)

Screen / compound no.	19	1	29	41	5
LDHA block	4	11	-1	8	28
12-LOX inh	-7%	10%	?	-7%	?

The results go on:
61	CCC(C(=O)Nc1ccccc1)n1cnc2c1c(=O)n(C)c(=O)n2C (stereo unspecified)
62	CCc1cccc(CC)c1NC(=O)CC(C)(C(=O)O)c1ccccc1 (stereo unspecified)
63	O=C(Nc1cccnc1)N1CCN(c2cnccn2)CC1
64	CCCNC(=O)C(C)Sc1nc2ccccc2nc1C (stereo unspecified)
65	CC(OC(=O)c1ccccc1Oc1ccccc1)C(=O)Nc1cccc(C(F)(F)F)c1 (stereo unspecified)
66	N#Cc1ccc(NC(=O)CCCc2cccs2)cc1
67	CC(C)c1noc(COc2ccc(C(=O)NC3CC3)cc2)n1
68	COc1cc(C2Nc3ccccc3-n3cc4c(=O)n(C)c(=O)n(C)c4c32)ccc1O (stereo unspecified)
69	CC(C)COC(=O)COc1ccc2c(=O)c(Oc3ccccc3Br)coc2c1
70	C/C(=N\NC(=O)c1cccc(Br)c1)c1cccs1

Screen / compound no.	61	62	63	64	65	66	67	68	69	70
LDHA block	3	-15	1	4	7	3	-6	?	2	-3
12-LOX inh	2%	-25%	-21%	-27%	2%	40%[activator]	-1%	?	6%	62%[activator]

71	O=C(Nc1ccc(-c2noc(-c3ccc(F)cc3)n2)cc1)c1ccc(Br)o1
72	CC(C)=C1CC[C@H](C)[C@](C)(COc2ccc3ccc(=O)oc3c2)[C@H]1CCC(=O)O
73	CCOC(=O)N1CCN(CC(=O)Nc2oc3ccccc3c(=O)c2-c2ccccc2)CC1
74	Cc1cc(-c2csc(Nc3ccc(O)cc3)n2)ccc1F
75	COC(=O)c1ccc(COc2ccc3c(=O)c(Oc4ccccc4F)c(C(F)(F)F)oc3c2)cc1
76	COC(=O)C1CCN(C(=O)Cn2nc(C(=O)O)c3ccccc3c2=O)CC1
77	Cc1cccc(C(=O)Nc2nonc2-c2ccc(OC(C)C)cc2)c1
78	CCOC(=O)N1CCN(Cc2nc3c(c(=O)[nH]c(=O)n3C)n2Cc2ccc(F)cc2)CC1
79	Cc1ccc(-c2n[nH]c(-c3ccc(C)c(C)c3)c2C)cc1C
80	O=C(c1cn2ccccc2n1)N1CCN(c2cccc(Cl)c2)CC1

Screen / compound no.	71	72	73	74	75	76	77	78	79	80
LDHA block	-14	-11	-1	0	-6	4	4	-1	8	2
12-LOX inh	-22%	?	3%	35µM*	-42%	-9%	-1%	-3%	-46%	-17%

81	CN(Cc1ccsc1)C(=O)CSc1nnc(COc2ccccc2Cl)n1C
82	Cc1ccccc1-c1cc(C(=O)Nc2nn[nH]n2)c2ccccc2n1
83	O=C(CSc1nc2ccccc2c(=O)n1CCCN1CCOCC1)c1ccc2c(c1)CCCC2
84	CC(NC1CCCc2c1[nH]c1ccc(-c3ccccc3)cc21)c1ccccc1 (stereo unspecified)
85	CCc1cccc(OCC(=O)Nc2ccc3oc(C)nc3c2)c1
86	CC(C(=O)NC(c1ccccc1)c1ccccc1)n1nc(C(=O)O)c2ccccc2c1=O (stereo unspecified)
87	Cn1nc(C(=O)OCC(=O)Nc2cc(C(F)(F)F)ccc2Cl)c2ccccc2c1=O
88	COC(=O)c1c(C)sc2c1OC(N)=C(C#N)C21C(=O)N(Cc2cccc(F)c2)c2ccccc21 (stereo unspecified)

Screen / compound no.	81	82	83	84	85	86	87	88
LDHA block	-2	-3	-13	19	-1	0	0	19
12-LOX inh	10%	?	-25%	?	-9%	?	-18%	14%

Two consecutive compounds out of the list so far:
84	CC(NC1CCCc2c1[nH]c1ccc(-c3ccccc3)cc21)c1ccccc1 (stereo unspecified)
85	CCc1cccc(OCC(=O)Nc2ccc3oc(C)nc3c2)c1

Screen / compound no.	84	85
LDHA block	19	-1
12-LOX inh	?	-9%
